CRFBP-R2 agonist = agonists of CRF-BP/CRF-R2 complex, primary screen, cell-based, HEK293, calcium dye fluorescence, uHTS | calcium dye fluorescence (FLIPR); percent of saturating CRF peptide response | CRF-binding protein / CRF receptor 2 complex (human) | activation, % at 13.2 µM | actives 0.46% (n = 350,000);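 active = activation of at least 50%, plus an integration ratio under a set limit after plate pattern correction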;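 also: plate controls were neutral control wells without compound for no effect and CRF at EC100 for full effect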
CHRM5 agonist = human M5 muscarinic receptor agonists, primary screen, CHO-K1 cells, Fluo-8 calcium fluorescence | Muscarinic acetylcholine receptor M5 (Homo sapiens), P08912 | CHO-K1 hM5 cells; 0% DMSO wells, 100% maximal acetylcholine response | activation, % at 3 µM | actives 0.19% (n = 360,000) | AID 624037, 2012;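 active = activation above the run's mean over test compounds plus 3 SD, cut at about 23% in these data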;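 also: signal is peak over basal fluorescence ratio across the kinetic read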
IDE cell inh = human IDE inhibitors in live cells, primary screen, fluorescence polarization, HEK cells, FAbetaB substrate | inhibition, % at 5.59 µM | actives 0.41% (n = 320,000) | AID 434962, 2010 | FAbetaB cleavage;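 active = percent inhibition above the average of all tested compounds plus 3 SD, set per screening campaign, cut at about 16% in these data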;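 also: IDE supplied by intact live HEK cells; FP after avidin binding of uncleaved biotin substrate so inhibition keeps polarization high; 0% = DMSO wells and 100% = 60 µM reference IDE inhibitor Ii1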
Target sequence (P14735 whole entry, looked up): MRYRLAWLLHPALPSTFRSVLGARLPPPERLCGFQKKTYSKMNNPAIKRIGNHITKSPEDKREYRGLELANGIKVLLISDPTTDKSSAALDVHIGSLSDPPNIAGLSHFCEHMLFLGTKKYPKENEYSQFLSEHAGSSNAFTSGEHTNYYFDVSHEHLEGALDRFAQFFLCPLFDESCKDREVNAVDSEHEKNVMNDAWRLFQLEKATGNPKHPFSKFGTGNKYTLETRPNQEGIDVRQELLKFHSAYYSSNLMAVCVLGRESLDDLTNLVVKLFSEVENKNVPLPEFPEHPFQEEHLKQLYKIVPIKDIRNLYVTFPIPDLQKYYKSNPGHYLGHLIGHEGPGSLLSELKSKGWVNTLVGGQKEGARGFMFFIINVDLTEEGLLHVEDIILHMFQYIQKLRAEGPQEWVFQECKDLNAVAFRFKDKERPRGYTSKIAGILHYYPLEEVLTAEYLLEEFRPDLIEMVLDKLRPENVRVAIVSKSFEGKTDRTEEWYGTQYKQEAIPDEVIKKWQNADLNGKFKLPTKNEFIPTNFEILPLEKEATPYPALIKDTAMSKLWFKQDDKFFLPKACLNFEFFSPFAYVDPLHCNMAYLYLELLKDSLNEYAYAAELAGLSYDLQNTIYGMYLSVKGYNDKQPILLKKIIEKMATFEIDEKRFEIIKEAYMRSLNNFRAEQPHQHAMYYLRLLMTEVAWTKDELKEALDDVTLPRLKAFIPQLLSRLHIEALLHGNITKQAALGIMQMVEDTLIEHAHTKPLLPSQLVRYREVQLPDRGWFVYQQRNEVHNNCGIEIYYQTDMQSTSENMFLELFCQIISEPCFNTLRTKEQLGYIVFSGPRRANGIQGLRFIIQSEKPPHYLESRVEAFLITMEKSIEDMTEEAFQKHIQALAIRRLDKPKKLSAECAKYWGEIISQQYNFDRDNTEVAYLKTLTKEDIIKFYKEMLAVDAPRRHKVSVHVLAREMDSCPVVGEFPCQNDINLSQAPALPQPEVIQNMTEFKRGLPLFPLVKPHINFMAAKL
CRFR2-BP antag = antagonists of CRF-BP/CRF-R2 complex, primary screen, cell-based, HEK293, calcium dye fluorescence, uHTS. CRF-induced calcium fluorescence. inhibition, % at 11.8 µM. actives 0.59% (n = 350,000);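 active = inhibition of the ligand-induced calcium signal above about 50% at the single tested concentration, limit read from the data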
CHRM5 PAM = human M5 muscarinic receptor positive allosteric modulators, primary screen, CHO-K1 cells, Fluo-8 calcium fluorescence | CHO-K1 hM5, ACh EC20 PAM; 0% = ACh EC20, 100% = ACh EC100 | activation, % at 3 µM | actives 0.3% (n = 360,000) | AID 624038, 2012;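 active = activation above the run cutoff, the mean activation of all test compounds plus 3 SD, cut at about 18% in these data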
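Replicates: One well per compound, no replicates | System: Human M5 receptor in CHO-K1 cells | Benchmarks: Low control EC20 acetylcholine (0%), high control EC100 acetylcholine (100%) | Probe or stimulus: Acetylcholine, EC20 level | Times: Fluo-8 loading 80 min at 37 °C plus 30 min room temperature | Signal: Intracellular calcium via Fluo-8 fluorescence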
M4 ag = human M4 muscarinic receptor agonists, primary screen, CHO-K1 cells, Fluo-8 calcium fluorescence. Muscarinic acetylcholine receptor M4 (Homo sapiens), P08173. CHO-K1 hM4/Gqi5; vehicle 0%, full acetylcholine response 100%. activation, % at 3 µM. actives 0.14% (n = 360,000);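 active = activation above the run mean over all test wells plus 3 SD, cut at about 32% in these data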;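 also: peak over basal fluorescence ratio per well then scaled between controls; 0% = DMSO wells and 100% = acetylcholine at EC100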
CHRM4 PAM = human M4 muscarinic receptor positive allosteric modulators, primary screen, CHO-K1 cells, Fluo-8 calcium fluorescence; Muscarinic acetylcholine receptor M4 (Homo sapiens), P08173; CHO-K1 hM4/Gqi5, ACh EC20; 0% = ACh EC20, 100% = maximal ACh; activation, % at 3 µM; actives 0.4% (n = 360,000);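 active = activation above its plate's cutoff, the mean activation of sample wells plus 3 SD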; also: some results filed as inactive read as strong as hits
CHRM5 antagonist = human M5 muscarinic receptor antagonists, primary screen, CHO cells, Fluo-8 calcium fluorescence; Muscarinic acetylcholine receptor M5 (Homo sapiens), P08912; CHO-hM5 cells, ACh EC80; inhibition, % at 3 µM; actives 0.59% (n = 360,000);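 active = inhibition above a per-plate cutoff, the mean of that plate's test compounds plus 3 SD, cut at about 27% in these data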;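 also: 0% = acetylcholine EC80 with DMSO and 100% = DMSO without agonist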
M4 antag = human M4 muscarinic receptor antagonists, primary screen, CHO cells, Fluo-8 calcium fluorescence; CHO-hM4 cells, ACh EC80; inhibition, % at 3 µM; actives 0.73% (n = 360,000);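 active = inhibition above its plate's cutoff, the mean inhibition of sample wells plus 3 SD, cut at about 27% in these data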;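 also: 0% = acetylcholine EC80 with DMSO and 100% = DMSO without agonist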
Starred values were filed as active, the others as inactive; · = not tested or not shown.

The first two entries as a preview:
SMILES	CRFBP-R2 agonist	CHRM5 agonist	IDE cell inh	CRFR2-BP antag	CHRM5 PAM	M4 ag	CHRM4 PAM	CHRM5 antagonist	M4 antag
Cc1ccc(S(=O)(=O)NCC(c2ccc3c(c2)OCO3)N2CCOCC2)cc1 (configuration not stated)	-0.6	-4	9	5	3	1	3	6	-2
Cc1c(NC(=O)CSc2nnc(-c3ccncc3)o2)c(=O)n(-c2ccccc2)n1C	-0.1	1	-1	-6	1	0	-1	6	3

This part in full, previewed entries included:
SMILES	CRFBP-R2 agonist	CHRM5 agonist	IDE cell inh	CRFR2-BP antag	CHRM5 PAM	M4 ag	CHRM4 PAM	CHRM5 antagonist	M4 antag
Cc1ccc(S(=O)(=O)NCC(c2ccc3c(c2)OCO3)N2CCOCC2)cc1 (configuration not stated)	-0.6	-4	9	5	3	1	3	6	-2
Cc1c(NC(=O)CSc2nnc(-c3ccncc3)o2)c(=O)n(-c2ccccc2)n1C	-0.1	1	-1	-6	1	0	-1	6	3
O=C(NC(=S)N1CCCC1)c1ccccc1	3.0	-4	8	6	1	1	3	1	2
CN(CC(O)CN)CC(O)CN1CCCCC1 (configuration not stated)	-1.3	0	5	4	7	1	11	-18	-12
CCn1nnc(-c2ccccc2NC(=O)c2cc(OC)cc(OC)c2)n1	-0.3	1	-1	-9	-2	1	3	3	3
COc1ccc(NC(=O)N2c3ccc(OC)cc3C(C)=CC2(C)C)cc1	7.9	-1	6	-14	-5	0	-9	13	4
CN(C)C(=O)c1cccn(Cc2cccc(C(F)(F)F)c2)c1=O	0.0	-4	5	-2	-6	1	12	1	-1
Cc1cc(C)n(C2CC(=O)N(c3cc(Cl)cc(Cl)c3)C2=O)n1 (configuration not stated)	0.0	5	4	5	-8	10	-18	-2	5
CCOc1ccc(S(=O)(=O)N2CCN(C(=O)c3cc(-c4ccccc4)nn3-c3ccccc3)CC2)cc1	8.4	2	-7	6	2	2	16	-1	-6
Cc1ccc(SCC(=O)OC(C)C(=O)NC2CCCCC2C)c(C)c1 (configuration not stated)	-1.4	-2	0	1	-14	-1	4	12	-2
O=C(N/N=C/c1cc([N+](=O)[O-])ccc1O)c1ccc(COc2ccc3c(c2)CCC3)o1	0.3	-1	·	3	2	0	0	4	2
Cc1noc(C)c1NC(=O)N(C)C[C@@H]1OCc2cnnn2CCCC(=O)N([C@@H](C)CO)C[C@H]1C	-0.6	1	·	-13	0	1	9	5	-17
Cc1cc(S(=O)(=O)NC2CCCC2)ccc1-n1cnnn1	0.0	2	2	-2	-2	1	-2	12	8
C/C(=N\NC(=O)c1ccc(O)cc1)c1ccc(N2CCOCC2)cc1	0.7	-2	-5	7	-10	1	2	15	2
CCn1c(/C=C/c2ccccc2)nc2ccccc21	1.3	-5	3	-3	-9	-2	-3	2	5
CCCOC(=O)C1=C(C)NC2=C(C(=O)CC(C)(C)C2)C1c1cccnc1 (configuration not stated)	0.0	-2	0	-8	12	0	-7	-7	5
COC(=O)c1ccc2nc(-c3cccc(Cl)c3)c(Cc3ccccc3OC)n2c1	·	2	·	·	3	-1	-2	2	2
Cc1cccc(C)c1NC(=O)COc1ccccc1C(=O)Nc1ccc(Br)cn1	0.5	0	0	3	-4	3	-1	1	-8
O=C(NNC(=O)c1c(F)cccc1F)c1ccccc1OC(F)(F)F	-0.4	-3	1	-4	3	0	-4	6	2
Cc1cccc(N2C(=O)CN=C2Nc2nc(C)cc(C)n2)c1	0.7	-5	0	-1	-7	1	18*	-1	-15
COc1cc(-c2nnc(-c3cc(-c4ccccc4)nc4ccccc34)o2)cc(OC)c1OC	5.1	2	·	-4	-1	0	-4	10	6
Cc1sc2ncnc(SCC(=O)NC(=O)NCc3ccco3)c2c1C	0.8	-2	6	-4	2	0	-3	3	3
C=CCCCCc1nc2ccccc2c(=O)n1N	1.0	-1	-4	-24	-5	0	2	7	3
COc1ccc(CC(=O)Nc2cc(S(=O)(=O)N3CCOCC3)ccc2N2CCOCC2)cc1OC	-0.3	1	·	1	-2	0	-1	1	-2
COc1ccccc1NC(=O)c1csc2c1CCC(C)C2 (configuration not stated)	-1.2	-4	1	-25	-2	-2	-7	-1	1
CC(O)(c1cccc(F)c1)c1nc(-c2cnc3ccccc3c2)cs1 (configuration not stated)	·	0	·	·	-6	9	-4	5	-13
CCc1cc(C(=O)c2ccc(OC)cc2)c(NC(=O)CN2CCCCC2)s1	1.4	1	5	0	1	0	-2	3	-5
CC(=O)NC(c1ccccc1)c1nc(-c2cncnc2)cs1 (configuration not stated)	·	1	·	·	-1	0	2	4	2
COc1ccccc1NC(=O)Cn1nnc(-c2ccccc2NC(=O)c2cc3ccccc3oc2=O)n1	3.4	1	-1	0	6	0	12	-15	-22
COC(=O)N1C(=O)[C@@](c2ccccc2)(C2CCCCC2)N1C(=O)OC	-1.7	-3	4	4	8	0	3	4	18
COc1ccccc1N1CCN(C2CCCN(C(=O)c3cc(C)oc3C)C2)CC1 (configuration not stated)	-2.2	-8	6	2	0	-1	4	9	19
CCNC(=O)COc1ccc(-c2ccccc2)cc1	1.1	-1	-7	-13	6	5	8	-5	-16
COc1cc(/C=N/n2nnnc2N)ccc1OCC#N	-2.1	3	-3	9	-2	1	-2	2	1
Cc1nc(SCc2nc3ccc(C(=O)c4ccccc4)cc3[nH]2)c2oc3ccccc3c2n1	5.3	2	-4	40	3	3	-12	-2	-1
CN1CCN(C(=S)C(=O)Nc2ccc(Br)cc2)CC1	-2.5	1	8	-3	6	0	-8	1	3
Cc1cc(Cl)ccc1NC(=O)CN1CCCC1	-1.2	1	-2	3	4	1	0	4	8
Cc1cc(C)c(Cn2c(=O)n(CCCC(=O)NCc3ccco3)c(=O)c3sccc32)c(C)c1	1.8	-9	-5	2	-16	2	6	-4	-12
O=C(O)c1ccccc1OCc1nc2ccccc2s1	0.2	0	-1	-1	3	3	9	-14	-34
O=C(NC1CCCC1)C(c1ccncc1)N(C(=O)c1csnn1)c1cccc(Cl)c1 (configuration not stated)	-1.1	-3	6	-6	-1	1	0	11	4
CCC1=C2CC[C@H]3C(=O)N(C)C(=O)[C@H]3[C@H]2[C@@]2(Cc3ccccc3)C(=NCC(=O)OC)OC(=O)N2C1=O	0.0	-1	-1	5	-2	2	3	-1	-8
COc1cc(/C=C2\SC(=S)N(NC(=O)c3cccnc3)C2=O)ccc1O	18	12	114*	-1	-4	4	-13	2	4
CC(=O)Nc1cccc(C(=O)OCC(=O)NCc2ccc(F)cc2)c1	0.8	3	-4	-6	3	4	-3	10	-1
CC(=O)Oc1ccc2c(c1)CCC1C2CCC2(C)C(OC(C)=O)CCC12 (configuration not stated)	-0.3	-1	·	4	-2	1	-4	3	3
Nc1ncnc2c1ncn2[C@@H]1O[C@H](CNCc2ccccc2OCC(=O)N2CCCCC2)[C@@H](O)[C@H]1O	-1.0	-1	-2	-1	1	1	1	-11	-14
COc1ccc(OC)c(N/C(C)=C/C(=O)c2ccncc2)c1	-0.9	5	1	3	3	2	-2	-5	-3
CC(C)Cn1cc(-c2cncc3nccn23)cn1	·	0	·	·	-4	0	1	5	2
COc1cc(Cl)c(C)cc1NC(=O)COc1cc(C)nc(C(C)C)n1	-2.1	-2	2	-36	-9	1	33*	8	3
O=C(CN1C2=NCCN2c2ccccc21)c1ccc2c(c1)OCO2	2.8	-4	5	4	-7	2	0	11	6
Cc1cc(Cl)c(S(=O)(=O)NCC2CCCO2)cc1OCC(N)=O (configuration not stated)	0.3	-3	4	-5	4	1	-1	-2	-1
COCCCNC(=O)CC(C)c1ccccc1 (configuration not stated)	1.4	-3	3	20	-1	1	1	6	5
CCC(C)C(NC(=O)c1ccccc1NC(=O)c1ccccc1)C(=O)N1CCOCC1 (configuration not stated)	-1.3	-2	-2	-17	-6	2	-8	-3	-4
COc1cc(CN2CCN(c3cccc(C)c3C)CC2)cc(Br)c1O	8.0	-6	-3	-10	-4	-2	1	-1	-15
CCN(CC)CC(=O)Nc1nn(-c2ccccc2)nc1C(N)=O	-0.3	-4	3	3	-1	2	15	-6	-9
COC(=O)c1ccc(NC(=O)Cn2c(-c3nonc3N)nc3ccccc32)cc1	-0.7	-1	-1	11	2	1	0	-12	-1
Cc1ccc(CN2CCSc3sccc3C2=O)cc1	0.9	-4	2	5	9	-1	-4	-11	9
O=[N+]([O-])c1ccc(S(=O)(=O)NCCc2ccncc2)cc1	-1.2	-1	-1	8	-5	1	-5	4	2
COCc1nnc(SCC(=O)NCc2ccccc2)n1-c1ccccc1	1.2	3	1	-4	8	0	4	-3	4
Cc1cc(C)c(S(=O)(=O)Nc2ccc(OCC(=O)O)cc2)c(C)c1	-2.7	2	2	27	-6	1	4	-3	-6
O=C(N/C(=C\c1ccc(F)cc1)C(=O)N1CCOCC1)c1ccccc1	0.5	-1	5	-7	-2	0	5	9	-3
CCn1c(-c2cccs2)nc2ccccc21	-2.6	-3	-4	7	1	-1	1	2	15

(further entries)
SMILES	CRFBP-R2 agonist	CHRM5 agonist	IDE cell inh	CRFR2-BP antag	CHRM5 PAM	M4 ag	CHRM4 PAM	CHRM5 antagonist	M4 antag
CCc1nc2ccc(C(=O)N3CCN(C(C)=O)CC3)cn2c1N(CCC(C)C)CCN(C)C	·	5	·	·	-1	2	1	0	-10
Cc1ccc(NC(=S)c2ccc3ccccc3n2)c(C)c1	0.3	-4	5	4	-2	0	2	6	-2
C/C(=N\NC(=O)c1cccnc1)c1ccc(OC2OCCOC2Oc2ccc(/C(C)=N/NC(=O)c3cccnc3)cc2)cc1 (configuration not stated)	-1.0	-3	9	1	0	5	-6	12	1
C=CCNC(=O)c1ccccc1S(=O)c1ccccc1C#N (configuration not stated)	1.1	-1	4	-3	-1	0	-2	6	-1
O=C(CCNc1cccc(F)c1)c1cccc([N+](=O)[O-])c1	1.1	-10	2	11	-9	1	-8	8	-14
CCN(CC)S(=O)(=O)c1cccc(NC(=O)c2cc3ccccc3o2)c1	-1.0	-9	-4	7	-21	5	-4	6	-8
COc1ccccc1Nc1nc(-c2ccc([N+](=O)[O-])cc2)nc2ccccc12	1.9	-1	2	16	4	0	3	-4	-13
CC1Sc2ccc(S(=O)(=O)CCC(=O)Nc3ccccc3Cl)cc2NC1=O (configuration not stated)	1.1	3	5	-10	-6	11	-1	4	0
C=CCOc1c(OC)cc(Cl)cc1C1NC(=O)NC(C)=C1C(C)=O (configuration not stated)	-1.7	-6	9	-6	1	0	-2	-3	11
CC(C)(C)SC(=O)CC1NS(=O)(=O)OC2CCCCC12 (configuration not stated)	1.2	-5	3	-3	-3	-2	-4	1	9
O=C(CN1CCC(NC(=O)C2CCCCC2)CC1)NCc1ccco1	1.0	-3	1	16	-2	0	3	-10	-18
